# Growth percent in the NCI-60 one-dose screen (48 h, 10 µM unless noted): 100 = growth as untreated, 0 = no growth, -100 = all killed.
# SK-OV-3 = SK-OV-3 ovarian cancer cells; 3.2% of 80,000 active; AID 1794785
# OVCAR-8 = OVCAR-8 ovarian cancer | 4.4% of 81,000 active
# OVCAR-5 = OVCAR-5 ovarian cancer; 2.9% of 82,000 active
# ACHN = ACHN renal cancer. 4.9% of 81,000 active
# A498 = A498 renal cancer cells. 5.4% of 76,000 active
# IGROV1 = IGROV1 ovarian cancer; 4.7% of 79,000 active; AID 1794786
# RXF 393 = RXF 393 renal cancer cells; 6.9% of 77,000 active
# OVCAR-4 = OVCAR-4 ovarian cancer cells | 3.7% of 80,000 active | AID 1794784
# OVCAR-3 = OVCAR-3 ovarian cancer | 7% of 79,000 active | AID 1794787
# * hit, by the source's call; . = no result given; & = joins results of further samples. Rule for the calls: active = growth percent below 10; inactive = the rest.
# Values run as follows: SK-OV-3	OVCAR-8	OVCAR-5	ACHN	A498	IGROV1	RXF 393	OVCAR-4	OVCAR-3
> O=C(COc1cccc2cccnc12)Nc1ccc(C(=O)/C=C/c2ccc(F)cc2)cc1
  108	100	100	100	.	104	111	106	115
> O=C(CCN1C(=O)CCC1=O)Nc1ncc(Cc2ccccc2Cl)s1
  109	102	100	111	118	109	101	110	110
> O=C1C=C(c2cccs2)C[C@H](c2cccs2)[C@H]1n1nnc2ccccc21
  106	110	98	101	71	106	106	101	106
> Cc1cc(=O)c2c(=O)[nH][nH]c2[nH]1
  102	125	108	99	116	111	106	111	113
> CCC(C)(C)NCCCCCNc1cc(OC)cc2cccnc12
  92&103	100&103	105&103	113&105	71	103&85	90&111	16&43	87&85
> CCc1cccc2c3c(sc12)C(c1ccc(OC)cc1)C(C#N)=C(/N=C/c1ccc(Cl)cc1)O3 (centres undefined)
  40	22	46	43	-7.6*	43	-11*	74	.
> O=C(Nc1ccc(OCc2ccccn2)c(Cl)c1)c1ccccn1
  104	103	102	100	87	107	107	87	106
> CCCn1ccc(-n2nnc(C(=O)OCC)c2N)n1
  93	102	103	101	105	108	112	101	102
> COc1ccc(-c2c(N)n[nH]c2-c2cc(OC)c(OC)c(OC)c2)cc1
  15	21	38	40	-3.5*	27	-1.7*	48	-36*
> CC(C)/C=C/C(C)C(=O)CC(=O)OC(C)C (centres undefined)
  102	106	105	108	104	114	121	105	116
> C/C=C/C1C(/C=N/Nc2ccccc2)C(C#N)(C#N)C1(C#N)C#N (centres undefined)
  91	90	93	65	95	65	114	93	95
> CCn1c(SC/C(=N/O)c2ccccc2)nnc1-c1ccccc1
  90	111	97	105	69	106	117	85	121
> O=C(O)c1cn(C2CC2)c2cc(N3CCN(S(=O)(=O)c4ccc(Cl)c(Cl)c4)CC3)c(F)cc2c1=O
  27	5.5*	12	5.0*	14	29	29	21	9.9*
> O=C(CC(c1ccc(Br)cc1)c1cccc2ccccc12)c1ccccc1 (centres undefined)
  90	106	90	84	89	91	118	91	103
> CCOC(=O)c1cnc(=O)[nH]c1N
  101	101	104	106	87	101	106	105	105
> COc1ccc(C(=O)c2ccc(OC)c(OC)c2)cc1OC
  106	102	95	102	82	105	104	104	92
> CC(=O)OCC1OC(OC(C)=O)C(NC(=O)NS(=O)(=O)c2ccc(Br)cc2)C(OC(C)=O)C1OC(C)=O (centres undefined)
  122	106	98	103	102	105	111	100	115
> COc1cc(C=NNC(=O)c2ccc3nc(-c4c(C)nn(-c5ccccc5)c4N4CCCC4)[nH]c3c2)ccc1O
  130	90	108	96	85	103	112	96	98
> CC1(C)CC(=O)C(C(C2=C(O)CC(C)(C)CC2=O)c2cc3ccccc3[nH]c2=O)=C(O)C1
  105	103	102	116	82	102	142	112	110
> O=C(/C=C/c1cccc(Cl)c1)c1ccccc1
  99&109	80&88	96&98	81&91	102&80	72&94	85	93&98	81&85
> CC(=O)c1ccc2c(c1)C(C)(C)C(C)CC2(C)C (centres undefined)
  109	108	93	98	109	.	114	116	114
> O=[N+]([O-])C1C2OC3(CCCCC3)OC2C([N+](=O)[O-])[C@H](c2c[nH]c3ccccc23)c2c([nH]c3ccccc23)[C@@H]1c1c[nH]c2ccccc12 (some centres undefined)
  92	87	104	79	.	56	89	70	65
> N#Cc1c2c(nn(-c3ccccc3)c1=O)C(O)=C([N+](=O)[O-])C(c1ccccc1[N+](=O)[O-])C2 (centres undefined)
  .	97	106	89	91	90	93	86	101
> O=c1nc(N2CCOCC2)oc2c(-c3cccc4c3oc3ccccc34)cccc12
  115	96	89	93	72	100	85	101	97
> COc1ccc(-c2nc3ncccn3c2-c2nnc(-c3ccc(F)cc3)o2)cc1
  107	92	98	98	81	110	111	97	103
> CC(C)N(CCOc1cccc(-c2nc3sccn3c2-c2ccnc(S(C)(=O)=O)n2)c1)C(C)C
  86	79	115	94	53	95	65	65	91
> C=C1C(=O)O[C@H]2[C@H]1CC/C(COC(=O)NCc1nc3ccccc3[nH]1)=C\CC[C@@]1(C)O[C@@H]21
  101	94	130	91	135	63	67	83	22
> O=C1NC(c2cccc([N+](=O)[O-])c2)c2sc3c(F)cccc3c2C1N1CCOCC1 (centres undefined)
  100	97	106	96	86	78	93	100	98
> Clc1ccc2c(c1)C[C@H]1C[C@@H](c3cccs3)N2O1
  99	100	89	104	77	95	131	.	114
> NS(=O)(=O)c1ccc(N/N=C(/CS(=O)(=O)c2ccccc2)c2cc3ccccc3oc2=O)cc1
  94	100	96	95	95	99	103	92	100
> COC(=O)C1=C(C(=O)c2cccc(OC)c2OC)C(c2c(F)cccc2Cl)C(C#N)=C(N)O1 (centres undefined)
  99	101	105	104	86	105	121	98	105
> COc1cc(C)c(Cc2cnc(N)nc2N)cc1OC
  105	105	100	97	107	95	123	100	114
> CCCCCCn1c(-c2ccc(-c3nc(-c4ccc(OC)cc4)no3)cc2)nc(-c2ccccc2)c1-c1ccccc1
  113	107	97	110	.	104	107	101	117
> COC(=O)[C@@H](OC)[C@@H]1Cc2cc3cc(OC4CC(OC5CC(O)C(O)C(C)O5)C(O)C(C)O4)c(C)c(O)c3c(O)c2C(=O)[C@H]1OC1CC(OC2CC(OC3CC(C)(O)C(O)C(C)O3)C(O)C(C)O2)C(O)C(C)O1 (some centres undefined)
  21	10	19	4.8*	-43*	28	-73*	4.0*	6.5*
> CC(=O)NC(Cc1cc(I)c(OC(C)=O)c(I)c1)C(=O)O (centres undefined)
  114	96	110	105	111	103	130	98	112
> COc1ccc(-c2c(-c3cc4c(c(OC)c3OC)OCO4)noc2N)cc1
  16	32	.	.	36	46	-14*	55	-38*
> CCn1cc(C(=O)N[C@H]2C(O)[C@@H](O)C(CO)O[C@H]2O)c(=O)c2cc(F)c(N3CCN(C(C)=O)CC3)cc21 (some centres undefined)
  112	105	106	102	110	109	127	117	112
> O=S(=O)(O)c1cc(O)c2c(N=Cc3ccccc3O)c(S(=O)(=O)O)ccc2c1
  103	105	103	101	107	88	105	109	105
> Cc1ccc(/C=C/C2=NN(c3ccc(-c4ccc(Cl)cc4)nn3)C(c3ccc(C)o3)C2)o1 (centres undefined)
  83	91	97	81	82	89	103	91	90
> CCOc1ccc2nc(NCc3ccncc3)sc2c1
  .	104	102	105	.	107	104	100	111

# Part of the list above, comma-delimited.
canonical_smiles,SK-OV-3,OVCAR-8,OVCAR-5,ACHN,A498,IGROV1,RXF 393,OVCAR-4,OVCAR-3
CC(=O)NC(Cc1cc(I)c(OC(C)=O)c(I)c1)C(=O)O (centres undefined),114,96,110,105,111,103,130,98,112
COc1ccc(-c2c(-c3cc4c(c(OC)c3OC)OCO4)noc2N)cc1,16,32,.,.,36,46,-14*,55,-38*

# Next compounds
# Values run as follows: SK-OV-3	OVCAR-8	OVCAR-5	ACHN	A498	IGROV1	RXF 393	OVCAR-4	OVCAR-3
> COc1ccc(C2(c3ccc(OC)cc3)c3ccccc3C(=O)c3ccccc32)cc1
  102	99	96	93	81	102	113	98	102
> CC(=C(c1ccc(OCCN(C)C)cc1)c1ccc(OCCN(C)C)cc1)c1ccc(Cl)cc1
  77	-47*	-69*	-80*	-76*	-77*	-87*	-17*	-56*
> COc1ccc(C2N(C)c3ccccc3N2C)cc1
  114	95	106	96	95	103	98	90	107
> c1cc(-c2nsc(-c3ccncc3)n2)ccn1
  107	99	96	93	83	111	110	101	111
> CC(C(N)=O)c1ccccc1 (centres undefined)
  109	113	93	104	106	110	84	104	109
> CCOC(=O)c1cnn(CC(O)CC)c1NC(=O)NCc1cccc(C(F)(F)F)c1 (centres undefined)
  96	91	99	102	100	95	108	89	98
> CC(=O)OC(NC(=O)NC(OC(C)=O)C(Cl)(Cl)Cl)C(Cl)(Cl)Cl (centres undefined)
  72	96	93	97	73	97	106	96	109
> CCCCCC1(C(OC)OC)NC(=O)N(C)C1=O (centres undefined)
  113	110	96	105	85	107	119	112	104
> O=C(N/N=C/c1c[nH]c2ccccc12)Nc1ccccc1
  118	101	113	106	108	98	108	101	117
> c1ccc(-c2nc(-c3c[nH]c4ccccc34)cs2)cc1
  98	98	81	88	86	58	122	85	95
> CCOC(=O)C1=C(C)NC(C)=C(C(=O)OCC)C1c1cccc([N+](=O)[O-])c1
  101	89	111	98	91	102	103	100	98
> Cc1ccc2nc3c(cc2c1)C1C(CON1c1ccccc1)CS3 (centres undefined)
  92	85	88	90	70	99	83	112	96
> CCN1C(=O)N(CC)C2Nn3c(s/c(=C\c4ccc(Cl)cc4Cl)c3=O)=NC21 (centres undefined)
  70	36	54	38	21	41	43	57	17
> O=[N+]([O-])c1ccc(-c2ncc(-c3ccc(Br)cc3)o2)cc1
  112	109	105	94	68	100	106	97	129
> CN1C(=O)N(C)C2Nn3c(s/c(=C4\C(=O)Nc5ccccc54)c3=O)=NC21 (centres undefined)
  73	94	99	92	98	81	.	91	96
> COc1nc2ccc(C)cc2cc1/C=C1/C=C(c2ccccc2)OC1=O
  114	104	98	105	92	97	119	93	98
> NS(=O)(=O)c1ccc(Nc2nc(NN=C(c3ccccc3)c3ccccc3)nc(Nc3ccccc3)n2)cc1
  88	46	93	51	.	60	26	62	85
> O=C(O)c1cn(C2CC2)c2cc(N3CCN(C(=O)/C=C/c4ccc(Cl)cc4)CC3)c(F)cc2c1=O
  66	80	91	77	29	67	72	81	79
> COc1ccc(NC2CCC(=O)N2c2cc(Cl)cc(Cl)c2)cc1 (centres undefined)
  94	91	91	83	82	93	110	95	100
> Cc1ccc(/C=C2/C(=O)N(C)c3ccc(Br)cc32)s1
  96	93	92	83	101	59	97	93	95

# Looked up by compound from above:
# Values run as follows: SK-OV-3	OVCAR-8	OVCAR-5	ACHN	A498	IGROV1	RXF 393	OVCAR-4	OVCAR-3
> CC(=O)OC(NC(=O)NC(OC(C)=O)C(Cl)(Cl)Cl)C(Cl)(Cl)Cl (centres undefined)
  72	96	93	97	73	97	106	96	109
> c1cc(-c2nsc(-c3ccncc3)n2)ccn1
  107	99	96	93	83	111	110	101	111
> O=[N+]([O-])c1ccc(-c2ncc(-c3ccc(Br)cc3)o2)cc1
  112	109	105	94	68	100	106	97	129
> COc1ccc(C2N(C)c3ccccc3N2C)cc1
  114	95	106	96	95	103	98	90	107

# Other compounds
# Values run as follows: SK-OV-3	OVCAR-8	OVCAR-5	ACHN	A498	IGROV1	RXF 393	OVCAR-4	OVCAR-3
> O=C1Nc2cc(Cl)ccc2/C1=C\c1ccc(OCc2ccc(F)cc2)cc1
  130	93	95	95	81	85	107	93	109
> CN(C)/N=C/c1ccccc1O
  105	91	90	98	94	102	.	100	110
> O=C1Nc2ccccc2/C1=C\c1c(-c2ccc(F)cc2)nc2ccccn12
  63	87	78	55	71	57	67	84	62
> O=C(CSC(=S)N1CCCCC1)Nc1ccccc1
  106	99	106	99	99	103	110	109	107
> Cn1c(=O)c2c(nc3n(-c4ccccc4)c(O)cn23)n(C)c1=O
  99	101	103	94	82	78	95	110	119
> CC(C)(C)c1ccc(/C=C2/SC(N3CCN(c4cccc(C(F)(F)F)c4)CC3)=NC2=O)cc1
  105	93	96	97	103	87	108	85	107
> O=C(/C=C/c1c(-c2ccc(F)cc2)nc2sccn12)c1ccc[nH]1
  92	96	99	89	103	.	29	95	111
> O=C(O)/C(=C/c1cccc([N+](=O)[O-])c1)c1ccc(Cl)cc1
  101	97	104	102	97	118	122	109	107
> COc1ccc(CNC(=O)C(O)C(Cc2ccccc2)NC(=O)c2[nH]c3ccccc3c(=O)c2C)cc1OC (centres undefined)
  103	103	98	108	113	112	111	111	111
> CN1CCN(c2ccc(Nc3nc(NCCCNS(=O)(=O)c4ccc(F)cc4)c4sccc4n3)cc2)CC1
  115	77	87	70	128	82	36	60	97
> C=C1CCC2C3(C)COC(C)(C)OC3CCC2(C)C1C/C=C1/C(=O)OCC1OC(C)=O (centres undefined)
  97	-5.8*	38	24	116	70	-54*	32	-9.9*
> CC1COCC(C)N1 (centres undefined)
  102	109	96	101	90	106	129	106	115
> COC(=O)C(Cc1cccc(-c2ccc(OC)nc2)c1)NC(=O)OCc1ccccc1 (centres undefined)
  101	92	94	100	81	100	110	93	107
> CC(C)c1ccc(C2=C/C(=C\c3ccc(Cl)cc3)C(=O)N2CCc2ccc(S(N)(=O)=O)cc2)cc1
  113	103	102	102	139	99	.	101	105
> C=C(C)[C@@H]1CC[C@]2(C=O)CC[C@]3(C)[C@H](CC[C@@H]4[C@@]5(C)C/C(=C/c6cccnc6)C(=O)C(C)(C)[C@@H]5CC[C@]43C)[C@@H]12
  117	64	128	62	98	-31*	83	65	74
> CC(Cl)Cc1ccccc1 (centres undefined)
  104	103	.	107	107	109	96	104	111
> CC(C)CNCC(O)Cc1ccc(Oc2ccccc2)cc1 (centres undefined)
  99	84	105	.	81	109	102	106	103
> Cc1c(Cc2ccccc2)c(=O)oc2c(C)c(OCc3nnc(-c4ccccc4)o3)ccc12
  115	97	105	100	103	104	124	100	110
> O=C(COC(=O)[C@H](C[Se][Se]C[C@H](NC(=O)c1ccc(Br)cc1F)C(=O)OCC(=O)c1ccc(F)cc1)NC(=O)c1ccc(Br)cc1F)c1ccc(F)cc1
  -81*	-100*	-69*	-76*	-2.7*	-100*	-99*	-96*	-100*
> CCOc1ccc(-n2nc(C(=O)Nc3cccc(OC)c3)nc2-c2cc(OC)c(OC)c(OC)c2)cc1
  96	53	95	78	79	91	90	75	79

# A run of entries from the list above, for reference:
# Values run as follows: SK-OV-3	OVCAR-8	OVCAR-5	ACHN	A498	IGROV1	RXF 393	OVCAR-4	OVCAR-3
> O=C(COc1cccc2cccnc12)Nc1ccc(C(=O)/C=C/c2ccc(F)cc2)cc1
  108	100	100	100	.	104	111	106	115
> O=C(CCN1C(=O)CCC1=O)Nc1ncc(Cc2ccccc2Cl)s1
  109	102	100	111	118	109	101	110	110
